# Source: PubChem (several laboratories)
# PABP1 MLLE inh: inhibitors of microRNA-mediated deadenylation, human PABP1 MLLE binding | inhibition, % at 20 µM | actives 0.36% (n = 360,000) | GST-MLLE / FITC-PAM2 fluorescence polarization; in the data active = inhibition above about 35%, passing the limit was not always enough;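 note: plate controls were DMSO wells with GST-MLLE for no effect and wells lacking GST-MLLE protein for full effect; some results filed as inactive read as strong as hits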
# Rin1 Abl inh: blocks binding of human Rin1 to Abl | TR-FRET Rin1/Abl binding, biochemical | actives 0.4% (n = 360,000) | inhibition, % at 7.35 µM | P00519+Q13671; in the data active = inhibition above about 5%, passing the limit was not always enough
# Target sequence (P00519 whole entry, looked up): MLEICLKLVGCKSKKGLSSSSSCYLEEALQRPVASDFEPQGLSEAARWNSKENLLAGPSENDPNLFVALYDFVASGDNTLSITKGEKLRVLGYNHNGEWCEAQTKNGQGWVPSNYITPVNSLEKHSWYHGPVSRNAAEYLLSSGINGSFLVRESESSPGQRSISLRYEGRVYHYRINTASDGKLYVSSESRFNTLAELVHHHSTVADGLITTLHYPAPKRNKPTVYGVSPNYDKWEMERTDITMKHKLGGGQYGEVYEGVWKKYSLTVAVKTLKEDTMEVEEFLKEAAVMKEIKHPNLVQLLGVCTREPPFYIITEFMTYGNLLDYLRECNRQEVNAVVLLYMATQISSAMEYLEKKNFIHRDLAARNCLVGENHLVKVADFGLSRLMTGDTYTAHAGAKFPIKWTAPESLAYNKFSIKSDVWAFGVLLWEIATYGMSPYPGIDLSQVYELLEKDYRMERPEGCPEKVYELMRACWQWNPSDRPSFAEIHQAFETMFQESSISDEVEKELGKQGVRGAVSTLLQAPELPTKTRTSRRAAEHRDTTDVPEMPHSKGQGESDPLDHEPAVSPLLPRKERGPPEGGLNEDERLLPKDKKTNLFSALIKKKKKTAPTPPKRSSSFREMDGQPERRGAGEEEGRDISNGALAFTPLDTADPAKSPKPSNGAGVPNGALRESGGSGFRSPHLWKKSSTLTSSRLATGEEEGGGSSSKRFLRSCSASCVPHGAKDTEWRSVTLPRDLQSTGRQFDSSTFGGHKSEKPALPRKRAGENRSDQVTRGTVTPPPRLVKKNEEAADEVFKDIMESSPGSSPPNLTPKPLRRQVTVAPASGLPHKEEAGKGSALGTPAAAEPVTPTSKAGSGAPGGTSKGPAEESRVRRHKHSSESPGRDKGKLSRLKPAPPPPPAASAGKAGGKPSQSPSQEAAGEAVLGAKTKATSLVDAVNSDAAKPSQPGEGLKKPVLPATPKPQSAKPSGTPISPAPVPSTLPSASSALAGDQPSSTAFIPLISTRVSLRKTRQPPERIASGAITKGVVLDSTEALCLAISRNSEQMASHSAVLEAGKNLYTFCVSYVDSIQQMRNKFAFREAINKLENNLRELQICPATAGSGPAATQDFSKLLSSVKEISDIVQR
# Target sequence (Q13671 whole entry, looked up): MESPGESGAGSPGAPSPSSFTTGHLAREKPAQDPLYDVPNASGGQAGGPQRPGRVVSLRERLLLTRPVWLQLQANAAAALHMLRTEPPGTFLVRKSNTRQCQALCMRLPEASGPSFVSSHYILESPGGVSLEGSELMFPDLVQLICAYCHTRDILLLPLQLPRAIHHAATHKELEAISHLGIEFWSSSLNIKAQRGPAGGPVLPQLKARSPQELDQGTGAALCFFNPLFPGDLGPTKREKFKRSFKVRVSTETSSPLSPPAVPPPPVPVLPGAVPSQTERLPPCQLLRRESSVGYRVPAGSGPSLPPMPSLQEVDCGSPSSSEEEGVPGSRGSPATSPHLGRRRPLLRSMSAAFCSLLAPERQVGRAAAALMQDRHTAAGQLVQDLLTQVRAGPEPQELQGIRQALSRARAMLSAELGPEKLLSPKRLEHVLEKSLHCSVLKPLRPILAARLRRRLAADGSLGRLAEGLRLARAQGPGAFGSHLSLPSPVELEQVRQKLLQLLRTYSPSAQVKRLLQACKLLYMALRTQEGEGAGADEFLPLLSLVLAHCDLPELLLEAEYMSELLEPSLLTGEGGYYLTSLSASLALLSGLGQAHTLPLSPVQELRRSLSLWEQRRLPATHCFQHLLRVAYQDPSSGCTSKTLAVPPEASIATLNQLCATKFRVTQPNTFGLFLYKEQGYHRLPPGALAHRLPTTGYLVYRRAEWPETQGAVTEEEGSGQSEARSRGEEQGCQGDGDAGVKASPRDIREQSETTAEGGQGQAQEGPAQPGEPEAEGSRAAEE
# CSN deneddyl inh: blocks human CSN-mediated cullin deneddylation | Q92905 | Purified CSN, SCF-Nedd8-OG deneddylation, fluorescence polarization | inhibition, % at 12.5 µM | actives 0.38% (n = 360,000) | AID 651999;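 active = pattern-corrected inhibition above about 35%, with an unprinted fluorescence ratio check between 0.5 and 1.5, limit read from the data, passing the limit was not always enough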;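 note: 0% = enzyme with substrate and 100% = substrate without enzyme; some results filed as inactive read as strong as hits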
#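 Assay system: purified human Csn5 enzyme expressed in HEK293T cells; Input: 0.24 nM Csn5 enzyme, final concentration; Reagent: 10 nM SCFSkp2-Nedd8OG; Compound dosing: 12.5 µM single point; Times: reaction 90 min, room temperature; Technique: fluorescence polarization readout.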
# Rpn11 inh: Rpn11 (human) deubiquitinase inhibition; calls only at 20 µM; O00487; human 26S proteasome, Ub4-pepOG fluorescence polarization; 20S core pre-blocked with epoxomicin; actives 0.59% (n = 360,000);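 active = inhibition at 20 µM, scaled to each plate's controls, above about 33%, limit read from the data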
# FAS-TE inh: inhibitors of human fatty acid synthase thioesterase domain; inhibition, % at 15 µM; actives 0.67% (n = 360,000); recombinant FAS-TE, OMFH fluorogenic substrate, fluorescence endpoint;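 active = compounds whose normalised, plate-corrected inhibition of enzyme fluorescence in the single-dose primary screen is 50% or more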;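 note: 0% = DMSO with enzyme and 100% = substrate without enzyme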
# eLon inh: inhibits E. coli Lon protease; inhibition, % at 7.94 µM; actives 0.42% (n = 360,000); AID 602123; purified E. coli Lon protease, fluorescence polarization; in the data active = inhibition above about 13%, passing the limit was not always enough;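 note: 0% = enzyme with probe and DMSO and 100% = no enzyme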
# MsrA inh: bovine MsrA inhibition | purified bovine MsrA, absorbance read-out | inhibition, % at 15.5 µM | actives 0.75% (n = 360,000) | AID 651718; in the data active = inhibition above about 4.5%;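 note: 0% = vehicle wells with enzyme and 100% = reference inhibitor wells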
# MT1-MMP act inh: MT1-MMP (human) activation inhibition. P50281. actives 0.061% (n = 360,000). HT1080 RFP-PRO-GFP cells, GFP/RFP ratio fluorescence, overnight; percent of plate control window, DMSO zero. GFP/RFP ratio change, % at 20 µM. AID 651647;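 active = GFP/RFP ratio change of at least 30% with cell ATP level not reduced by more than half and red fluorescence within 50% of control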; note: strong numbers were not always called active
#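 Test system: HT1080 cells expressing an RFP-PRO-GFP fluorescent reporter construct / Compound dosing: single-point 20 µM compound, 1% DMSO / Schedule: cells overnight before dosing, compound overnight, 37 °C, 5% CO2 / Evaluation: GFP/RFP fluorescence ratio / Control set: DMSO and RFP-L50D-GFP cell wells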
# bovine MsrA act: activates bovine MsrA enzyme. purified bovine MsrA, absorbance read-out. activation, % at 10.6 µM. actives 0.3% (n = 360,000); in the data active = activation above about 7.5%;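 note: 0% = vehicle and 100% = reference activator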
# * hit, by the source's call; i = inactive; . = not tested or not shown; + = active, no number.
SMILES,PABP1 MLLE inh,Rin1 Abl inh,CSN deneddyl inh,Rpn11 inh,FAS-TE inh,eLon inh,MsrA inh,MT1-MMP act inh,bovine MsrA act
COCC(=O)N(C)C[C@H]1N[C@@](C)(C(=O)OC)[C@H]2C(=O)N(Cc3ccccc3)C(=O)[C@@H]12,4,-1,-5,i,-13,-8,-0.3,0,-1
O=C(NNC(=S)Nc1ccccc1)c1ccc2ncccc2c1,15,5,-2,i,-6,-8,0.3,0,0
Cc1ccc(-c2cc(C(=O)Nc3nccs3)c3ccccc3n2)o1,11,4,6,i,2,0,1.5,-1,-7
O=C(COc1ccc(Br)cc1)NNC(=O)Cc1ccc(S(=O)(=O)N2CCOCC2)s1,-14,1,0,i,-2,-2,-0.6,2,-6
O=C(NCc1ccco1)C1CCCN(S(=O)(=O)c2cc(Cl)ccc2Cl)C1 (configuration not stated),1,-2,2,i,10,-11,0.7,2,-2
COc1cc(C(CCN2CCOCC2)c2c(OC)cc(OC)c3c(-c4ccccc4)cc(=O)oc23)cc(OC)c1OC (configuration not stated),0,-1,-7,i,9,7,0.4,2,-2
O=C(Nc1ccc(C(=O)N2CCCC2)cc1)Nc1ccc(Cl)cc1Cl,2,-2,-2,i,-4,-4,-1.1,6,-5
O=C(Nc1nnc([C@H]2C[C@H](O)[C@@H](CO)O2)s1)Nc1cccc2c1CCCC2,-9,-5,-1,i,-10,-5,-1.0,-1,-2
O=C(NC(NC(=S)Nc1c(Cl)cccc1Cl)C(Cl)(Cl)Cl)OCc1ccccc1 (configuration not stated),26,-3,4,i,28,11,-0.3,-10,-2
CC(C)(C)OC(=O)N1CCC[C@H]1c1nnc(SCC(=O)Nc2cccc(Cl)c2)o1,-21,-1,8,i,6,0,-0.5,3,-1
COC(=O)c1cc(=O)nc(NN=C2c3ccccc3-c3ccccc32)s1,24,3,0,i,26,0,-0.7,28,-3
CCCCn1c(N)c(N(CCOC)C(=O)COc2ccc(Cl)cc2)c(=O)[nH]c1=O,9,-3,3,i,-6,9,0.1,-3,-7
COc1ccc([C@@H]2C[C@@H](c3ccccc3)Oc3cc(C)cc(C)c32)cc1,0,1,0,i,16,0,0.4,0,7
CC(C)(C)OC(=O)N1CCC(CC2CC(c3ccccc3)=NO2)(C(=O)O)CC1 (configuration not stated),-5,-1,-5,i,-11,4,0.0,-8,-13
CCOC(=O)C1(C)CCN1C(=O)c1ccccc1OC (configuration not stated),-11,-1,2,i,-8,-2,-1.5,1,-4
CCOC(=O)CNC(=O)c1ccc(SCC)cc1,-8,-4,0,i,-6,2,1.3,-2,-3
O=C(NCc1cccs1)c1ccccc1[N+](=O)[O-],2,-1,-14,i,-11,2,0.2,0,-4
CCn1c(=S)sc2c(=O)[nH]c(SCC(=O)Nc3cc(OC)ccc3OC)nc21,25,-2,2,i,18,-4,2.0,0,-4
CN1/C(=C\C(=O)Nc2ccc(F)cc2)C(C)(C)c2ccccc21,3,-4,4,i,11,-2,2.9,2,-4
COc1ccc(-c2cc(=O)oc3cc(OCC(=O)NCC(O)c4ccccc4)ccc23)cc1 (configuration not stated),-4,0,7,i,0,-3,-0.5,2,-1
CCOC(=O)N1CCN(C(=O)CCSCCc2ccncc2)CC1,8,-3,-4,i,-6,-3,0.3,2,-2
Cc1nn(CC(=O)NCc2cccs2)c(=O)c2nn(-c3ccccc3)c(C)c12,-10,6,-2,i,-7,-7,-0.8,5,1
NC(=NCCc1c[nH]c2ccccc12)NS(=O)(=O)c1ccc(F)cc1,-16,1,-4,i,0,2,0.2,-3,-11
O=C(c1ccc([N+](=O)[O-])o1)N1CCc2ccccc2C1,20,-3,-1,i,10,-2,1.9,4,3
Cc1ccc(C(=O)NCc2ccc3c(c2)CCO3)cc1C,-10,1,-4,i,1,4,-0.5,2,-2

# Continued:
SMILES,PABP1 MLLE inh,Rin1 Abl inh,CSN deneddyl inh,Rpn11 inh,FAS-TE inh,eLon inh,MsrA inh,MT1-MMP act inh,bovine MsrA act
CC(=O)N1CCN(S(=O)(=O)c2cccc(C(=O)NC3CCCC(C)C3C)c2)CC1 (configuration not stated),-71,2,-5,i,-6,2,-1.5,3,-1
COc1ccc(N(CC(=O)Nc2c(C)n(C)n(-c3ccccc3)c2=O)S(=O)(=O)c2ccc(F)cc2)cc1,3,2,-5,i,-11,-6,0.4,.,-15
Cc1ccc(S(=O)(=O)N2CCOCC2)cc1NC(=O)COC(=O)CCC(=O)c1cccs1,-16,2,-1,i,-3,-3,1.5,6,-8
COc1ccc(C(=O)Nc2cccc(N(C)S(C)(=O)=O)c2)cc1OC,-10,6,3,i,-9,-14,-0.2,-4,-7
CC(=O)c1ccc(N2CCC(c3cc(-c4ccc(Cl)cc4)n[nH]3)CC2)c([N+](=O)[O-])c1,0,-5,-4,i,24,8,.,3,-1
O=C(Nc1ccnn1C1CCN(C/C=C/c2ccccc2)CC1)c1ccccc1Cl,-4,0,-1,i,-1,1,-1.4,0,-1
CCN(CC)c1cc2nonc2c2nonc12,-2,1,5,i,51*,-1,0.9,0,-2
C/C(CS(=O)(=O)c1ccc(Cl)c(Cl)c1)=N/NC(N)=S,15,-1,-6,i,-2,8,1.3,5,-1
CCOC(=O)c1ccc(-c2ccc(/C=N/NC(=O)CN(c3cccc(C)c3)S(C)(=O)=O)o2)cc1,-17,0,5,i,-16,7,-1.0,4,0
CCOC(=O)c1ccccc1NC(=O)c1ccc(NS(C)(=O)=O)cc1,-2,-1,6,i,1,2,0.3,1,-1
O=C(c1ccccc1)N1CCCC(C(=O)N2CCc3ccccc3C2)C1 (configuration not stated),11,2,2,i,-9,-1,-0.8,5,-3
Cc1cccc(OCC(=O)NCC(=O)n2nc(C)cc2C)c1,-6,1,3,i,2,2,-0.9,2,1
COc1ccc2nc(C)cc(SCC(=O)N/N=C/c3c(OC)ccc4ccccc34)c2c1,-20,2,44*,+,-8,7,0.6,-4,-1
COc1cccc(NC(=S)NC2CC(C)CC(C)(C)C2)c1 (configuration not stated),-53,2,-3,i,16,0,0.1,0,2
COc1ccccc1C1CCN(Cc2cccc([N+](=O)[O-])c2)CC1,2,2,2,i,21,-3,-0.6,0,1
CCCCc1c(-c2ccccc2F)ncn1CCc1ccccc1OC,.,.,-2,.,24,-3,-0.1,-8,0
CNC(=O)NC(=O)C(OC(=O)Cc1cccc(C(F)(F)F)c1)c1ccccc1 (configuration not stated),-15,1,1,i,10,-6,-0.1,-5,-11
O=C(COC(=O)c1cccnc1Cl)NC1CCCc2ccccc21 (configuration not stated),-1,-2,0,i,2,5,-0.8,-3,-2
COc1cc(C=O)ccc1OCCCCOc1ccccc1[N+](=O)[O-],4,0,-5,i,26,-1,-0.9,3,-3
CCc1ccc(NC(=O)C2CCN(S(=O)(=O)c3c(C)noc3/C=C/N(C)C)CC2)cc1,-4,-3,-1,i,13,-67,0.8,-1,-5
COC(=O)C1CCCCN1C(=O)CCc1nnc(CCc2c[nH]c3ccccc23)o1 (configuration not stated),2,3,7,i,-10,7,-0.6,-2,-8
CC1Sc2ccc(C(=O)Nc3ccc(S(=O)(=O)N(C)C)cc3)cc2NC1=O (configuration not stated),-64,3,7,i,2,2,-0.2,-6,-2
CC(C)(C)C(=O)OCc1cn(-c2ccc(Cl)cc2)nn1,3,-2,3,i,-2,-4,1.6,-2,-1
COc1ccc2c(c1)OC[C@H]1[C@H]2N2C(=O)CN(Cc3ccc(C)cc3)C(=O)[C@@]2(C)[C@H]1c1ccccc1,-7,0,-1,i,62*,7,1.0,-6,-3
C=CCN(CC=C)S(=O)(=O)c1ccc(NC(=S)NC(=O)/C=C/c2ccc(C)cc2)cc1,25,-1,1,i,12,-11,0.3,-1,-2

# Whole records from above. Order of screens: PABP1 MLLE inh | Rin1 Abl inh | CSN deneddyl inh | Rpn11 inh | FAS-TE inh | eLon inh | MsrA inh | MT1-MMP act inh | bovine MsrA act
# NC(=NCCc1c[nH]c2ccccc12)NS(=O)(=O)c1ccc(F)cc1 is entered as -16 | 1 | -4 | i | 0 | 2 | 0.2 | -3 | -11
# CN1/C(=C\C(=O)Nc2ccc(F)cc2)C(C)(C)c2ccccc21 is entered as 3 | -4 | 4 | i | 11 | -2 | 2.9 | 2 | -4

# Further entries follow:
SMILES,PABP1 MLLE inh,Rin1 Abl inh,CSN deneddyl inh,Rpn11 inh,FAS-TE inh,eLon inh,MsrA inh,MT1-MMP act inh,bovine MsrA act
COc1ccccc1-c1cc(NC=O)c2ncc(-c3cccc(C(C)=O)c3)n2c1,-31,-7,1,i,13,-18,0.5,-8,-5
COc1ccc(Cn2cnc3sccc3c2=O)cc1,2,-1,2,i,-6,5,-0.9,1,-4
COc1cc(C(=O)N/N=C(\c2ccccc2)c2ccccn2)cc(OC)c1OC,7,-2,-4,i,9,4,0.0,1,-14
COc1cc(C(=O)N(C)CCOc2ccc(C)cc2)ccc1OC1CCN(C(C)=O)CC1,-16,-1,4,i,-2,7,-0.2,1,-1
CC(C)CCn1c(COc2ccccc2)n[nH]c1=S,-97,2,-1,i,-6,1,0.0,1,-4
c1ccc2c(c1)oc1c(NCCCN3CCOCC3)ncnc12,2,-1,-2,i,-4,4,0.7,5,-1
O=C(Nc1cc(Br)ccc1O)C1CC(c2c(F)cccc2Cl)=NO1 (configuration not stated),-9,4,-3,i,10,-4,-0.1,-1,-2
COc1ccc(OCCCC(=O)Nc2cccc([N+](=O)[O-])c2C)cc1,4,-1,-6,i,7,8,-0.5,5,0
CC12CN3CCN(CC(C3)/C1=N\N=C1/C3CN4CCN(C3)CC1(C)C4)C2,3,3,4,i,-10,4,-1.0,-36,-3
CCN(CC)C(=O)C(=O)c1cccn1-c1ccccc1C#N,-36,0,1,i,-4,-2,-1.1,0,0
COc1ccc(-n2nc(C(=O)Nc3cc(OC)c(OC)c(OC)c3)c3ccccc3c2=O)c(OC)c1,17,-2,-2,i,24,-3,0.1,2,-3
Cc1ccc(/C=C2\SC(=S)N(CC(=O)Nc3cccnc3)C2=O)cc1,2,-3,4,i,-2,0,0.4,7,-2
CC(C)=CCn1c2ccc(NC(=S)NC3CC3)cc2c(=O)n1C,20,0,-3,i,-6,-7,0.4,0,0
O=C(Nc1ccc(Oc2ncnc3cc(Cl)ccc23)nc1)c1cccs1,10,-1,20,+,2,5,0.0,3,-3
COc1ccc(OC)c(C2CC(=O)Nc3n[nH]c(-c4ccccc4)c32)c1 (configuration not stated),-1,2,-10,i,1,-5,1.7,2,-1
CCOC(=O)C1=C(c2ccccc2)OC(N)=C(C#N)C1C(C)C (configuration not stated),4,2,-1,i,3,-16,1.4,13,1
Cc1cccc(C)c1NC(=O)CN(C)C(=O)[C@H](C)NC(=O)c1ccco1,3,-1,4,i,-6,-2,0.0,1,-8
O=C(Cn1cnc2c(nnn2Cc2ccccc2)c1=O)N1CCCc2ccccc21,7,2,-2,i,1,5,0.2,-5,0
COc1ccc(N2CC(NC(=O)N3CCN(c4ccccc4)CC3)CC2=O)cc1 (configuration not stated),-6,-1,-3,i,-4,-9,-0.6,3,-4
Cc1cccc(NC(=O)c2ccc3nsnc3c2)c1C,3,0,1,i,-13,-5,-1.0,-3,-3
CC(=O)NC(CCS(C)(=O)=O)C(=O)Nc1ccc(Cl)c(Cl)c1 (configuration not stated),8,2,1,i,-2,-2,-0.9,5,-2
